Source: PubChem (National Center for Advancing Translational Sciences (NCATS))
Tau fluor counter: counter-screen for tau fibril formation inhibitors | tau K18 P301L Alexa594 fluorescence, heparin fibrillization | Potency, µM (top dose mostly 57.7 µM), without a hit: at the top dose activity change, negative = decrease | 280,000 tested, 0.93% active; also: % is scaled to controls: 0 for no effect and ±100 for the full control effect; nearly all actives have a fitted effect of over 55% in size
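Human K18 P301L tau (15 uM unlabeled plus 0.24 uM Alexa 594-labeled, final) in 100 mM sodium acetate pH 7 was mixed with compound and 20 uM heparin and incubated 6 hr at 37 C.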
HTT cytoprotect: protects HTT-Q103 PC12 cells, measured by ATP. 230,000 tested, 0.14% active. Potency, µM (doses to about 56.4 µM), without a hit: cytoprotection (ATP increase), usual class: activators. PC12 HTT-Q103 induced, cytoprotection, ATP luminescence, 40 h;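 also: % of control where 0% means no effect; nearly all actives have a fitted effect of over 45% in size; toxic huntingtin expression switched on by the ecdysone agonist tebufenozide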
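ATP quantification (ATPlite) reports survival of PC12 cells in which tebufenozide, 100 nM final, switches on Htt exon 1 with 103 glutamines linked to GFP; compounds are titrated.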
ALDH1A1 inh: inhibitors of human aldehyde dehydrogenase 1A1 | Purified ALDH1A1, NADH fluorescence, propionaldehyde substrate | Potency, µM (series often up to 75.3 µM), without a hit: at the top dose activity, negative = inhibition, actives largely listed as inhibitors | 220,000 tested, 7.3% active; active = well fitted inhibition curve with a large enough effect, not every such curve was filed as active; inconclusive = small, poorly fitted or top-dose-only effect, or another doubt; inactive = no such curve, though single readings can be large or run the other way;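 also: plate controls were no enzyme wells and a reference inhibitor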
Target sequence (P00352 whole entry, looked up): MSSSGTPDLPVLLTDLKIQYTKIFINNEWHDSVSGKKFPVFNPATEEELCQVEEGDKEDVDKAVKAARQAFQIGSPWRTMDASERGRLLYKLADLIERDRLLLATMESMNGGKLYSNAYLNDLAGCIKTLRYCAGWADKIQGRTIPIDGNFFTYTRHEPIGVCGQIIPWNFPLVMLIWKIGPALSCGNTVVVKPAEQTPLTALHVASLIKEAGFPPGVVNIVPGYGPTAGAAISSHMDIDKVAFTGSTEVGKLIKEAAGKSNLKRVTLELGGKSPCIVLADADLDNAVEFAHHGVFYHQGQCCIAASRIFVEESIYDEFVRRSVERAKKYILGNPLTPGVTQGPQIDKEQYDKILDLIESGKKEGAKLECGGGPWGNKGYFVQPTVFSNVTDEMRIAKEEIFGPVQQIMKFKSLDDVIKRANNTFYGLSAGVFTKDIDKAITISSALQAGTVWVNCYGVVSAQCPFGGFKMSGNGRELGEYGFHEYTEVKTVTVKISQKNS
SMN2 splice enh: SMN2 splice variant enhancement; 210,000 tested, 2.8% active; Potency, µM (highest dose often 46.1 µM), for the others: at the top dose activity change, positive = activation, usual class: activators; HEK293 SMN2-luciferase splicing reporter, luminescence, 30-36 h; also: % of control where 0% means no effect; nearly all actives have a fitted effect of over 55% in size
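qHTS luciferase splicing reporter: luminescence rises when SMN2 exon 7 is included in transfected HEK293 cells. Compound exposure lasted 30-36 h at 37C, with 4.5 mM final sodium butyrate as control, followed by a ONE-Glo read.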
HttQ103 aggreg: inhibitors of mutant huntingtin aggregate formation in PC12 cells. PC12 HttQ103-GFP aggregates, Acumen cytometry, 40 h. Potency, µM (doses to about 46.1 µM), inactives show at the top dose activity change, negative = inhibition, hits mostly inhibitors. 220,000 tested, 1.1% active. AID 1688; also: % is scaled to controls: 0 for no effect and ±100 for the full control effect; nearly all actives have a fitted effect of over 60% in size
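Quantitative HTS on tebufenozide-induced (100 nM) PC12 cells stably expressing polyQ103 Huntingtin exon 1–GFP. Reduction of bright GFP aggregates, detected by laser scanning cytometry after lysis, identified actives across the titration.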
JMJD2E inh: JMJD2E (human) inhibition. JMJD2E catalytic domain, FDH-coupled NADH fluorescence (FDH is formaldehyde dehydrogenase). Potency, µM (highest dose often 57.1 µM), for the others: top-dose activity change, negative = inhibition, usual class: inhibitors. 230,000 tested, 1.6% active. AID 2147; active = well fitted inhibition curve with a large enough effect, not every such curve was filed as active; inconclusive = small, poorly fitted or top-dose-only effect, or another doubt; inactive = no such curve, though single readings can be large or run the other way;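 also: 0% = wells with enzyme and -100% = buffer wells without enzyme; nearly all actives have a fitted effect of over 50% in size; many of its hits are not listed in these tables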
Target sequence (B2RXH2 1-337 limits assumed): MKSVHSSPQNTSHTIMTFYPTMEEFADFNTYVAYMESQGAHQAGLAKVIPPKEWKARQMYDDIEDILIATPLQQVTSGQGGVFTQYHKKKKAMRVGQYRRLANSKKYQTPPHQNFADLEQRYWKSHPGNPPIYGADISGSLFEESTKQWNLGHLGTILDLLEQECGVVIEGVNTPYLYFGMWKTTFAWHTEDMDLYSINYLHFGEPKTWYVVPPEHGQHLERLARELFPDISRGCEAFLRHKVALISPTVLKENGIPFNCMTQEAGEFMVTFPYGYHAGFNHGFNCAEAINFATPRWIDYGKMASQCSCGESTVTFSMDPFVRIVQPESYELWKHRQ
Tau ThT inhib: blocks human tau fibril formation measured by thioflavin T | 270,000 tested, 2.1% active | Potency, µM (series often up to 57.4 µM), without a hit: at the highest dose activity, negative = inhibition, hits mostly inhibitors | AID 1460 | P10636 | recombinant tau K18 P301L (four-repeat tau fragment), heparin-induced fibrillization, ThT fluorescence; also: % is scaled to controls: 0 for no effect and ±100 for the full control effect; nearly all actives have a fitted effect of over 55% in size
Target sequence (P10636 561-689 P618L limits assumed): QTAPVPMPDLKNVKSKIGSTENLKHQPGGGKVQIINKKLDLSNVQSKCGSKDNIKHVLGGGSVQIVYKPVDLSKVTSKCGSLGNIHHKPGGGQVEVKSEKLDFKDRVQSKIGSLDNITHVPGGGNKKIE
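Heparin-induced (20 uM) aggregation of recombinant human K18 P301L tau, 15 uM unlabeled with 0.24 uM labeled, pH 7 acetate buffer, 6 hr at 37 C with compound. Fibrils quantified by 30 uM ThT fluorescence after 1 hr ambient incubation.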
Tau FP inhib: tau fibrillization inhibition (FP) | 280,000 tested, 0.39% active | P10636 | K18 P301L tau heparin fibrillization, Alexa594 FP, 6 h | Potency, µM (series often up to 57.7 µM), without a hit: at the top dose activity, negative = inhibition, actives largely listed as inhibitors; also: % is scaled to controls: 0 for no effect and ±100 for the full control effect; nearly all actives have a fitted effect of over 55% in size
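Human tau K18 […] P301L fragment, 15 uM unlabeled plus 0.24 uM Alexa 594-labeled tau (final), with compound and 20 uM heparin in 100 mM sodium acetate pH 7; 6 hr at 37 C, then Alexa 594 FP read.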
Numbers without * were called inactive; ? = inconclusive; . = no result given; & = joins results of further samples; [ ] = another dose, or the depositor's remark. Unless noted, calls follow the shape of the dose curve; as a rule, active = well fitted curve in the direction sought with a large enough effect; inconclusive = small, poorly fitted or top-dose-only effect, or another doubt; inactive = no such curve, though single readings can be large; an effect the other way counts as inactive or inconclusive. Potency is read from the fitted curve at half-maximal effect. Only part of the results is shown; the hit share may differ from the screen's.

SMILES	Tau fluor counter	HTT cytoprotect	ALDH1A1 inh	SMN2 splice enh	HttQ103 aggreg	JMJD2E inh	Tau ThT inhib	Tau FP inhib
CC(=O)Cn1c2ccccc2n2nc(CCC(=O)O)c(=O)nc12	2.9%	12.1%[10 µM]	?	3.5%	-1.9%	?	-4.3%	1.7%
O=C(CSc1nnc(-c2ccccc2)o1)Nn1cnnc1	2.0%	-27.1%[0.074 µM]	3.0%	-7.8%	16.2%	?	-2.4%	-1.1%
CCOC(=O)CCc1c(C)nc2cc(-c3ccc(Cl)cc3)[nH]n2c1=O	-7.3%	-20.1%	-3.9%	27.6%	-14.3%	?	-1.2%	-1.4%
Cc1cc(C)cc(NC(=S)NCc2cccs2)c1	-9.3%	-8.3%[10 µM]	-2.8%	?	-13.6%	9.5%	-4.0%	-1.1%
Cc1c(C(=O)O)c(=S)sn1CCOc1ccccc1	-5.3%	1.0%	-7.9%	-24.3%	-4.5%	2.4%	-6.1%	-7.2%
CC1CCN(c2ccc(NC(=O)Cc3ccccc3)cc2)CC1	-11.7%	9.5%[10 µM]	5.5%	.	5.0%[9.22 µM]	-8.3%	-15.0%	2.9%
CCOc1ccc(S(=O)(=O)NCc2ccccc2Cl)cc1C(N)=O	-24.2%	-14.1%	4.4%	.	?	-6.3%	-22.6%	-4.0%
O=C(Cc1ccc(Cl)cc1)c1ccc(O)cc1	-11.6%	2.7%[10 µM]	.	.	6.7%[9.22 µM]	-3.9%	-10.8%	1.2%
COc1ccc(C(=O)COc2ccc(F)cc2)c(O)c1C	-5.0%	21.9%[10 µM]	2.3%	.	-5.2%[9.22 µM]	1.5%	-8.2%	-4.7%
O=C(O)CCC(=O)c1cccc2ccccc12	9.5%	-9.7%	-1.3%	7.3%	-10.9%	-6.9%	3.8%	1.2%
CSc1ccc(/C=C(\C(=O)O)c2ccc(S(=O)(=O)N3CCCCC3)s2)cc1	-8.6%	14.5%[1.9 µM]	-13.9%	8.7%	19.4%	-1.1%	-16.2%	-4.7%
CN(C)c1ccc(C(=O)OCC(=O)NC2CCCCC2)cc1	-3.1%	14.1%[10 µM]	3.1%	-6.5%	0.7%	?	-9.1%	1.9%
O=C(CC(C(=O)O)P(=O)(c1ccccc1)c1ccccc1)c1ccc(Br)cc1 (stereo not given)	-4.0%	-0.2%[10 µM]	.	.	4.6%[9.22 µM]	-2.3%	-6.3%	2.5%
CC(C)CNC(=O)CSc1nnc(-c2cccc(S(=O)(=O)N3CCCCC3)c2)o1	-10.8%	-2.8%	2.2%	16.1%	20.0%	2.9%	9.1%	2.7%
CN(Cc1nc(-c2cnccn2)no1)Cc1n[nH]c2c1CCCCC2	-15.5%	16.3%[10 µM]	.	.	3.1%[9.22 µM]	1.3%	-8.9%	0.2%
O=C(c1cc2cc(Br)cc(Br)c2oc1=O)N1CCCc2ccccc21	-6.5%	-7.2%	?	0.3%	-10.9%	-7.1%	3.1%	?
Cc1cc(C)n(C(=O)CNC(=O)c2cccs2)n1	-20.4%	22.5%	-8.1%	21.1%	3.1%	6.5%	?	0.9%
O=C(Nc1cccc(C(F)(F)F)c1)C1CCN(S(=O)(=O)c2cccs2)CC1	?	.	.	-11.3%	.	.	9.3%	?
Cc1ccc(OCC(=O)NNC(=O)CSc2ncnc3sc(C)c(C)c23)cc1	-3.5%	20.7%[10 µM]	7.6%	.	-15.6%[9.22 µM]	0.5%	-6.8%	7.3%
COc1ccc(C2CC(=O)N(C)c3ccccc3S2)cc1OC (stereo not given)	0.8%	-83.8%[inhibitor]	10.1%	21.5%	-14.6%	-4.7%	-4.3%	-0.8%
O=C(c1ccco1)N1CCN(S(=O)(=O)c2ccc(Oc3ccccc3)cc2)CC1	-5.5%	-11.6%[0.074 µM]	-0.3%	-71.6%[inhibitor]	?	-2.8%	-21.5%	14.1%
CC(=O)Nc1ccc2c(c1)C(C)(C)C(C)N2C (stereo not given)	28.2µM*[fluorescent]	21.8%	-2.0%	-4.0%	-21.9%	-5.8%	?	?
C#Cc1ccc([C@@H]2C=C(C(=O)OCC=C)O[C@H](OCc3ccc(CO)cc3)C2)cc1	-16.2%	17.9%[10 µM]	12.6µM*	.	4.7%[9.22 µM]	-7.5%	?	-8.1%
CCOc1cc(/C=N/NC(=O)CN2CCCCC2)ccc1OCc1cccc(Cl)c1	-19.3%	3.0%[10 µM]	?	-8.5%[1.84 µM]	5.9%	-23.0%	?	1.4%
CCCc1cc(=O)[nH]c(Nc2ccc(O)cc2C)n1	-15.7%	.	.	15.1%	.	.	-18.4%	-1.0%
O=C(c1ccc(S(=O)(=O)Cc2ccccc2Cl)c([N+](=O)[O-])c1)N1CCN(c2ccccn2)CC1	?	-201.6%[inhibitor]	17.8µM*	-49.5%[inhibitor]	15.8µM*	4.0%	?	8.8%
O=C(Cc1ccccc1)NNC1CC(=O)N(c2ccc(Cl)cc2)C1=O (stereo not given)	10.6%	19.2%[10 µM]	3.2%	-6.7%	-4.8%[9.22 µM]	-0.5%	4.4%	3.7%
Cc1ccc(NC(=O)CSc2nc(-c3ccc(F)cc3)cc(C(F)(F)F)c2C#N)cc1	-3.8%	.	.	-4.6%	.	.	-2.3%	?
COCCN(C(=S)Nc1ccc(C)cc1)C(C)c1ccco1 (stereo not given)	-4.8%	18.4%[10 µM]	.	.	-15.1%[9.22 µM]	0.8%	-3.1%	-1.1%
COc1cccc(C2CC(c3ccc(C)cc3)n3ncnc3N2)c1 (stereo not given)	-6.7%	-6.6%[10 µM]	7.9%	1.8%	-10.0%	-4.6%	-12.0%	-6.9%
CCC(=O)Nc1sc(C(=O)OC)c(C)c1C(=O)OC	-6.6%	-8.7%[10 µM]	?	-16.4%	-9.3%	-1.8%	1.0%	1.5%
CC(=O)c1cccc(NC(=O)N2CCCC2C(=O)Nc2ccc3c(c2)OCO3)c1 (stereo not given)	-7.7%	3.2%[10 µM]	-3.6%	-14.9%	1.6%[9.22 µM]	2.5%	-12.4%	3.7%
CCCC1C(c2ccc(OC)cc2)C(C#N)(C#N)C2(C#N)CC1(N)NC2=O (stereo not given)	-18.0%	?	-8.5%	5.2%	?	4.8%	-17.4%	-9.2%
O=C(NCC1CCCCC1)c1cc([N+](=O)[O-])ccc1N1CCOCC1	-9.0%	-10.7%[10 µM]	?	-1.3%	13.5%	1.8%	-4.3%	-6.5%
CC1(C)CC2CC(C)(CN2S(=O)(=O)c2ccc(C(=O)Nc3ccc(S(=O)(=O)N4CCOCC4)cc3)cc2)C1 (stereo not given)	1.7%	5.7%[10 µM]	?	.	-10.4%	-6.4%	1.5%	7.9%
Cn1c(=O)c2c(ncn2CC(=O)N2CCOCC2)n(C)c1=O	-2.5%	7.8%	12.4%	-4.2%	-5.7%	-1.8%	-10.3%	-5.3%
CCOC(=O)c1cnc2c(F)ccc(F)c2c1Sc1ccccc1	-23.6%	18.3%[10 µM]	.	.	-0.7%[9.22 µM]	-9.7%	?	-5.6%
COc1ccc(N2CC(C(=O)Nc3ncccc3C)CC2=O)cc1 (stereo not given)	5.3%	-2.4%	6.7%	-15.8%	13.0%	-1.1%	10.3%	8.6%
COc1cccc(NC(=O)CSc2nc3ccsc3c(=O)n2-c2ccc(C(=O)O)cc2)c1	-4.4%	-24.4%	6.6%	-11.8%	-16.0%	-2.1%	-0.7%	0.7%
NS(=O)(=O)c1cccc(NC(=O)c2cncc(Br)c2)c1	-8.2%	-6.7%[10 µM]	.	.	-10.3%[9.22 µM]	4.2%	-4.1%	-3.4%
CCc1ccc(-n2c(=O)c3c4c(sc3n(Cc3ccc(F)cc3)c2=O)CCCC4)cc1	0.1%	.	.	3.5%	.	.	1.9%	-0.3%
CCn1c(=O)cc(OCC(=O)NCc2cccnc2)c2ccccc21	-11.1%	?	-3.2%	9.0%	?	-5.3%	-14.0%	11.3%
CCOC(=O)N1CCN(C(=O)CSc2nc(C)nc3c2c(=O)n(C)c(=O)n3C)CC1	-0.7%	-27.5%	1.2%	8.0%	-3.9%	-5.7%	-3.1%	-0.8%
CCN(CC)CCCN1C(=O)C(=O)/C(=C(/O)c2ccc(C)cc2)C1c1ccccn1 (stereo not given)	-1.5%	-2.5%	-6.7%	4.2%	1.9%	1.5%	-5.7%	0.6%
COc1ccc(-c2cc(NCc3ccccn3)n3ncnc3n2)cc1	-6.1%	-31.9%	?	4.8%	5.8%	?	-6.3%	0.7%
CC1CN(C(=O)COC(=O)c2ccc(Cl)c(S(=O)(=O)N3CCCCC3)c2)CC(C)O1 (stereo not given)	-4.2%	14.6%	-9.2%	-11.9%	5.7%	-5.7%	-0.4%	-3.8%
CCSc1nc2ccccc2[nH]1	-0.4%&-12.6%	3.4%&14.3%	-0.4%	14.7%&11.0%	-14.0%&0.3%	-1.0%&-14.4%	-0.8%&-17.1%	5.8%&-13.8%
CCc1nc(SCc2ccc(Cl)cc2)n[nH]1	-0.3%	-59.1%[inhibitor]	4.1%	?	-5.7%	-1.2%	-6.6%	2.2%
O=C(NCc1ccc(-c2nc3ccccc3s2)cc1)c1cc2ccccc2o1	-5.7%	12.6%[10 µM]	6.3%	.	-5.2%	1.0%	-7.0%	9.2%
CC(C)N1C(=O)NC2(c3ccccc3)N(C)C(=O)N(C)C12c1ccccc1 (stereo not given)	-6.0%	.	-1.8%	-7.0%	10.0%	-7.3%	0.0%	-11.5%
CCC(=O)N(C)CCc1cc2c(c(OC)c1/C=N/NC(=O)[C@H]1C[C@@H]1c1ccccc1)OCO2	-16.1%	-9.4%[10 µM]	.	.	7.2%[9.22 µM]	31.4%[activator]	-10.0%	-3.5%
O=C(NCCCCCCNC(=O)NCc1ccco1)NCc1ccco1	-3.9%	-4.3%	-7.3%	9.3%	-3.1%	3.7%	-9.3%	5.3%
CCOC(=O)c1sc2nc(CN3CCCCC3)nc(Cl)c2c1C	5.3%	18.5%[10 µM]	?	-0.5%	17.0%	?	2.9%	9.7%
